NCI-60 one-dose screen, 48 h, at 10 µM unless noted. Numbers give growth in % (100 = growth as untreated, 0 = no growth, -100 = all killed).
CCRF-CEM – CCRF-CEM leukemia | AID 1794778 | 77,000 tested, 7% active
MDA-MB-435 – MDA-MB-435 melanoma. AID 1794794. 82,000 tested, 7.8% active
HOP-62 – HOP-62 NSCLC. 80,000 tested, 3.9% active. AID 1794735
MOLT-4 – MOLT-4 leukemia cells; 80,000 tested, 6.9% active
RPMI-8226 – RPMI-8226 leukemia cells; 77,000 tested, 7.5% active
HOP-92 – HOP-92 NSCLC cells; 71,000 tested, 6.3% active; AID 1794738
K-562 – K-562 leukemia | 78,000 tested, 7.4% active
SR – SR leukemia cells | 73,000 tested, 8.7% active | AID 1794780
Numbers without * were called inactive; nt = no result given; & = joins results of further samples. The calls were made as follows: active = growth percent below 10; inactive = the rest.

Second line of a record – CCRF-CEM, MDA-MB-435, HOP-62, MOLT-4, RPMI-8226, HOP-92, K-562, SR
O=C1c2cc3c(cc2-c2c1c1cc(Cl)c(Cl)cc1c(=O)n2C[C@H](O)CO)OCO3
  -5.0*, -25*, -54*, -25*, -8.5*, -32*, 7.5*, -23*
Fc1ccccc1/C=C/c1nn2c(-c3ccncc3)nnc2s1
  103, 106, 103, nt, 97, 105, nt, nt
Clc1ccc(C2=NN(c3cc(Cl)cc(Cl)c3)C(c3sc(Cl)nc3Cl)C2)cc1 (stereo not given)
  102, 101, 101, 95, 113, 97, 98, nt
CCCC(=O)Oc1ccc(C(C)(C)C)cc1C
  105, 109, 100, 102, 108, 117, 93, 95
CCN(CC)S(=O)(=O)c1ccc(S(=O)(=O)N2CCC[C@@H](C(=O)OC3CC3)C2)cc1
  58, 87, 62, 65, 52, 89, 22, 37
O=C(OCc1ccccc1)ON1C(=O)C2C3C=CC(C3)C2C1=O (stereo not given)
  64, 121, 108, 110, 58, 82, 46, nt
C/C(=N\O)C(c1ccccc1)c1ccccc1
  103, 104, 94, 105, 97, 86, 107, 98
CCc1cc(C)cc(O)c1
  98, 113, 106, 98, 106, 92, 100, 102
CCOC(=O)C(C#N)(CC)C(C)=C1CC1 (stereo not given)
  116, 118, 99, 116, 119, 98, 115, 111
O=[N+]([O-])c1ccc(N=NNc2ccc(N=Nc3ccccc3)cc2)cc1
  89, 95, 102, 93, 94, nt, 94, 81
CCOc1ccc(C(C)=O)cc1NC(=O)c1cc(C(=O)O)cc(-c2ccoc2)c1
  115, 103, 102, 102, 108, 105, 102, 100
CC[C@]12C=CCN3CC[C@@]4(c5ccc(OC)cc5N(C)[C@H]4[C@@](O)(C(=O)OC)[C@@H]1OCc1cn(Cc4ccc(F)cc4)nn1)[C@@H]32
  91, 97, 102, 78, 69, 72, 84, 105
CC(C)C1=NOC(=O)C1=Cc1cn(-c2ccccc2)nc1-c1ccccc1
  8.5*, 73, 100, 7.7*, -16*, 85, 42, -27*
O=C(N/N=C/c1ccc([N+](=O)[O-])cc1)c1ccc(Br)o1
  99, 108, 119, 123, 72, 101, 114, 106
Cn1ccc2c1-c1[nH]c(=O)c(S(=O)(=O)c3ccccc3)cc1CCC2
  94, 101, 95, 101, 99, 84, 96, 98
CC(CCC(=O)O)(c1ccc(OC(=O)Nc2ccccc2Cl)cc1)c1ccc(OC(=O)Nc2ccccc2Cl)cc1
  105, 100, 99, 102, 100, 91, 106, 118
CC1SC(=S)N(CCc2ccccc2)C1=O (stereo not given)
  103, 97, 111, 108, 100, nt, 98, 102
O=C(O)c1cccc(Nc2ccc3nnc(-c4ccncc4)n3n2)c1
  97, 111, 104, 98, 97, nt, 98, 89
O=C(/C=C/c1ccccc1)NO
  73, 88, 84, 59, 92, 101, 72, 67
COc1cc(C(=O)OC2c3ccccc3CCC2N(C)C)cc(OC)c1OC (stereo not given)
  96, 103, 101, 106, 99, 85, 107, 96
CC(=O)OC(C)CC(OC(C)=O)C(C)C (stereo not given)
  99, 106, 117, 97, 99, 94, 98, 99
COc1ccc(S(=O)(=O)Nc2cc(/C=C\c3cc(OC)c(OC)c(OC)c3)ccc2OC)cc1
  15, -38*, 49, 8.5*, 7.6*, 13, 11, 10
c1ccc(-c2nn3c(-c4ccccc4)nnc3o2)cc1
  87, 98, 130, 85, 108, 149, 99, 75
CC12O[C@H](C[C@@H](O)[C@H]1O)n1c3ccccc3c3c4c(c5c6ccccc6n2c5c31)C(=O)N(CCCN)C4=O
  11, 32, 25, -3.1*, 40, nt, 16, 0.7*
O=C1c2ccccc2C(=O)N1C1CCCCC1
  96, 101, 104, 98, 109, 98, 101, 94
O=C(Nc1nnc(-c2ccc(Cl)cc2Cl)s1)c1ccccc1
  116, 100, 95, 102, 108, nt, 105, 95
NS(=O)(=O)c1cc(Cl)ccc1Cl
  109, 104, 93, 98, 108, 115, 101, 122
CC1(C)Oc2cc3oc(=O)ccc3cc2C[C@@H]1OCCNc1cccc(S(N)(=O)=O)c1
  102, 98, 107, 101, 97, 98, 102, 108
COc1ccc(Cn2cc(CSc3nc4ccccc4s3)nn2)cc1
  98, 97, 96, 99, 97, 99, 87, 75
CC(C)CC1NC(=O)C(CCCN)NC(=O)C(C(C)C)NC(=O)C2CCCN2C(=O)C(Cc2ccccc2)NC(=O)C(CC(C)C)NC(=O)C(CCCN)NC(=O)C(C(C)C)NC(=O)C2CCCN2C(=O)C(Cc2ccccc2)NC1=O (stereo not given)
  -59*, -84*, -87*, -51*, -55*, -57*, -53*, -39*
CC1=C(C(=O)/C=C/c2ccc(Cl)cc2)C(c2ccccc2)NC(=S)N1 (stereo not given)
  91, 96, 105, 93, 88, 83, 93, 87
N#CSCN1C(=O)C=CC1=O
  102, nt, 105, 107, 107, nt, 103, 106
Cc1ccc(-c2cc3c(SCC(=O)Nc4cc(C(F)(F)F)ccc4Cl)nccn3n2)cc1
  20, 39, 43, 5.4*, -13*, 29, -10*, -10*
COc1ccc(/C(C#N)=C/c2cccc(Cl)c2)cc1
  71, nt, 83, 93, 59, 86, 85, 76
COc1cc(C2=CC(c3ccc(C)cc3Br)N3C(C)=CSC3=N2)cc(OC)c1OC (stereo not given)
  92, 65, 95, 85, 42, 104, 78, nt
Nc1nc(-c2cccc([N+](=O)[O-])c2)c(N=Nc2ccccc2)s1
  48, 65, 81, 51, 53, nt, 33, 56
Cc1c(-c2cnc3ccc(Cl)cc3c2C(=O)O)nnn1-c1ccc([N+](=O)[O-])cc1
  94, 109, 88, 95, 103, 83, 102, 88
CCN1CCN(c2nc(C)cc(NCc3cc(Nc4ccnc5cc(Cl)ccc45)ccc3F)n2)CC1
  -19*, -88*, 12, nt, -31*, 36, -38*, -19*
NCCOc1ccccc1/C=C1\c2ccccc2-c2ccc([N+](=O)[O-])cc21
  0.8*, -54*, -71*, -14*, -49*, -1.1*, -45*, -24*
CC(C)(C)OC(=O)N1C(=O)[C@@H](O[Si](c2ccccc2)(c2ccccc2)C(C)(C)C)[C@H]1/C=C/c1ccccc1
  40, 90, 87, 30, 41, 26, 41, 69

Single entries from above:
RPMI-8226 with CC1SC(=S)N(CCc2ccccc2)C1=O (stereo not given) = 100
RPMI-8226 with NCCOc1ccccc1/C=C1\c2ccccc2-c2ccc([N+](=O)[O-])cc21 = -49*
HOP-92 with CC1(C)Oc2cc3oc(=O)ccc3cc2C[C@@H]1OCCNc1cccc(S(N)(=O)=O)c1 = 98
CCRF-CEM with CC(=O)OC(C)CC(OC(C)=O)C(C)C (stereo not given) = 99
RPMI-8226 with CC(C)(C)OC(=O)N1C(=O)[C@@H](O[Si](c2ccccc2)(c2ccccc2)C(C)(C)C)[C@H]1/C=C/c1ccccc1 = 41
MDA-MB-435 with CC12O[C@H](C[C@@H](O)[C@H]1O)n1c3ccccc3c3c4c(c5c6ccccc6n2c5c31)C(=O)N(CCCN)C4=O = 32
MOLT-4 with COc1ccc(/C(C#N)=C/c2cccc(Cl)c2)cc1 = 93

4 compounds picked at random from the list so far, as already listed:
Second line of a record – CCRF-CEM, MDA-MB-435, HOP-62, MOLT-4, RPMI-8226, HOP-92, K-562, SR
Cc1c(-c2cnc3ccc(Cl)cc3c2C(=O)O)nnn1-c1ccc([N+](=O)[O-])cc1
  94, 109, 88, 95, 103, 83, 102, 88
COc1cc(C2=CC(c3ccc(C)cc3Br)N3C(C)=CSC3=N2)cc(OC)c1OC (stereo not given)
  92, 65, 95, 85, 42, 104, 78, nt
CC(C)CC1NC(=O)C(CCCN)NC(=O)C(C(C)C)NC(=O)C2CCCN2C(=O)C(Cc2ccccc2)NC(=O)C(CC(C)C)NC(=O)C(CCCN)NC(=O)C(C(C)C)NC(=O)C2CCCN2C(=O)C(Cc2ccccc2)NC1=O (stereo not given)
  -59*, -84*, -87*, -51*, -55*, -57*, -53*, -39*
CCN1CCN(c2nc(C)cc(NCc3cc(Nc4ccnc5cc(Cl)ccc45)ccc3F)n2)CC1
  -19*, -88*, 12, nt, -31*, 36, -38*, -19*

Other compounds follow.
Second line of a record – CCRF-CEM, MDA-MB-435, HOP-62, MOLT-4, RPMI-8226, HOP-92, K-562, SR
CC[C@H](Nc1ncnc2nc[nH]c12)c1nc2cccc(NCc3ccc(C(=O)NO)o3)c2c(=O)n1-c1ccccc1
  89, 105, nt, 98, 95, 83, 102, 76
O=C(Nc1cccc(Cl)c1)c1ccc(Cl)cc1Cl
  90, 89, 92, 88, 85, 96, 91, 81
N#Cc1c(NC(=O)c2cccc(C(F)(F)F)c2)sc2c1CCC(O)=C2
  22, 9.7*, 55, 26, 25, 11, 14, 15
Cc1ccc(OC(=O)c2ccccc2)cc1C
  98, 107&106, 111&99, 96&99, 99&111, 110&90, 112&107, 95&112
Cc1cc2ncn(CC(=O)NN)c2cc1C
  nt, 107, 98, 101, 111, 113, 103, 103
CCOC(=O)c1cc(-c2ccccc2)nc2ccc(C)cc12
  77, 90, 100, 90, 109, 76, 83, nt
COc1cc(C2C(C#N)=C(N)N(c3ccc(F)cc3F)C3=C2C(=O)CC(C)(C)C3)cc(OC)c1OC (stereo not given)
  101, 102, 112, 95, nt, 124, 98, 83
CCOC(=O)c1c(C)oc2ncnc(N3CCN(CC(=O)Nc4ccccc4)CC3)c12
  99, 103, 92, 101, 96, 100, 103, 100
CC(C)Oc1c(C(=O)O)cccc1[N+](=O)[O-]
  103, 112, 98, 99, 109, 92, 96, 92
Cc1nc2sc3c(c2c(C)c1Br)NC(c1ccc(F)cc1)NC3=O (stereo not given)
  67, 87, 80, 80, 91, 80, 92, 61
O=S(=O)(Nc1ccc(-c2nc(-c3cccc(O)c3)c(-c3ccnc(Br)c3)[nH]2)cc1)c1ccccc1
  -2.6*, nt, 33, -21*, nt, 14, 2.1*, -9.8*
CCCn1c(N)c(C(=O)CNc2ccc(I)cc2)c(=O)[nH]c1=O
  56, 51, 55, 29, 29, 95, 43, 139
COc1ccc(C2=NN(C=O)C(c3sc(N4CCOCC4)nc3Cl)C2)cc1 (stereo not given)
  105, 101, 91, 91, 102, nt, 87, 92
O=C(Nc1cc(-c2ccccc2)[nH]n1)c1ccccc1
  78, 80, 87, 77, 91, 124, 90, 82
CCOC(=O)C(=O)C=P(c1ccccc1)(c1ccccc1)c1ccccc1
  100, 113, 98, 101, 102, 96, 107, nt
Clc1ccc(C(c2c[nH]c3ccccc23)N2CCCC2)cc1 (stereo not given)
  89, 99, 94, 88, 92, 95, 92, 72
C/C=C\C=C(C(=O)OC)C(=O)OC
  105, 107, 92, 114, 101, 100, 111, 115
CC(=O)O[C@@H]1CC2C(C)(C)CCCC2(C)C2=C1C(=O)C(C(C)C)=CC2=O (stereo not given in full)
  14, -28*, -26*, 9.7*, 2.1*, nt, 6.8*, -0.4*
C/C(C=O)=C\c1ccc2c(c1)OCO2
  -5.1*, 107, 108, 116, 97, 104, 113, 109
Fc1cc2[nH]ncc2c2c3c(c(-c4cn[nH]c4)nc12)CCCC3
  7.8*, 5.2*, -11*, 2.1*, 1.8*, -7.4*, 15, 14

Some of the entries so far, field by field.
> CC12O[C@H](C[C@@H](O)[C@H]1O)n1c3ccccc3c3c4c(c5c6ccccc6n2c5c31)C(=O)N(CCCN)C4=O
- CCRF-CEM: 11
- MDA-MB-435: 32
- HOP-62: 25
- MOLT-4: -3.1*
- RPMI-8226: 40
- HOP-92: nt
- K-562: 16
- SR: 0.7*
> N#CSCN1C(=O)C=CC1=O
- CCRF-CEM: 102
- MDA-MB-435: nt
- HOP-62: 105
- MOLT-4: 107
- RPMI-8226: 107
- HOP-92: nt
- K-562: 103
- SR: 106

Remaining list, next part
Second line of a record – CCRF-CEM, MDA-MB-435, HOP-62, MOLT-4, RPMI-8226, HOP-92, K-562, SR
COC(=O)c1oc2c(C(C)=O)c(OCCN3CCCCC3)ccc2c1C
  50, 81, 125, 108, 98, 60, 89, nt
O=C(O)C(c1ccccc1)N1CCOCC1 (stereo not given)
  108, 108, 110, 141, 103, 77, 122, 146
CCc1nn2c(-c3ccc(Cl)cc3C)c(-c3cc(OC)c(OC)c(OC)c3)nc2s1
  85, 81, 85, 71, 64, 58, 78, 48
COc1c2ccoc2c(OC)c2oc(=O)ccc12
  98, 98, 107, 88, 103, nt, 87, 88
CCOC(=O)c1c(C)nc2c(c1N)C(=O)C(=O)N2Cc1ccc(OC)cc1
  59, 31, 40, 101, 20, 40, 29, 31
Cc1ccc(S(=O)(=O)OC(C#N)c2ccccc2)cc1 (stereo not given)
  92, 98, 101, 94, 103, 128, 91, 96
C#CC1CC2C3CCC4=CC(=O)CCC4(C)C3CCC2(C)C1N(C)C (stereo not given)
  102, 106, 91, 100, 110, 92, 107, 95
COc1ccc(Cn2cc3c(c2)-c2nc(N)ncc2CC3)cc1
  96, 106, 96, 150, 63, nt, 97, nt
O=CN1CCCCC1
  115, 107, 102, 121, 177, 120, 104, 119
C(=C\[n+]1ccc2ccccc2c1)/c1ccccc1
  92, 104, 88, 97, 90, 73, 98, 103
Cc1cccc(N=C2CCCC2C(=O)Nc2cccc(C)c2C)c1C (stereo not given)
  111, 104, 101, 88, 113, 108, 95, 80
CC(=O)N(C)c1ccc(Nc2ccc(Nc3ccc(N(C)C(C)=O)cc3)c3c2C(=O)c2ccccc2C3=O)cc1
  56, 101, 75, 57, 53, nt, 56, 73
COc1cc(/C=C2\CN(C)CC3=C2Nc2nc(SC)[nH]c(=O)c2C3c2cc(OC)c(OC)c(OC)c2)cc(OC)c1OC (stereo not given)
  -0.3*, 2.8*, 70, 1.0*, 8.4*, 83, 8.7*, -2.8*

In the list so far, three contain an aryl thioether with sulfur outside any ring.
Second line of a record – CCRF-CEM, MDA-MB-435, HOP-62, MOLT-4, RPMI-8226, HOP-92, K-562, SR
COc1ccc(Cn2cc(CSc3nc4ccccc4s3)nn2)cc1
  98, 97, 96, 99, 97, 99, 87, 75
Cc1ccc(-c2cc3c(SCC(=O)Nc4cc(C(F)(F)F)ccc4Cl)nccn3n2)cc1
  20, 39, 43, 5.4*, -13*, 29, -10*, -10*
COc1cc(/C=C2\CN(C)CC3=C2Nc2nc(SC)[nH]c(=O)c2C3c2cc(OC)c(OC)c(OC)c2)cc(OC)c1OC (stereo not given)
  -0.3*, 2.8*, 70, 1.0*, 8.4*, 83, 8.7*, -2.8*

Screening data as filed in PubChem BioAssay.
